ANO1 block = TMEM16A chloride channel inhibitors, primary screen, cell-based, HTS. Anoctamin-1 (Mus musculus), Q8BHY3. HEK293 TMEM16A/YFP iodide influx fluorescence, ionomycin. normalized B-score (activity score, 25-100; higher = stronger inhibition) at 10 µM. actives 1.2% (n = 310,000);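 active means ratio plate-corrected score three or more library SD toward inhibition, starting fluorescence score within five deviations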;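 further: score derived from kinetic fluorescence span divided by baseline fluorescence per well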
hERG protect = hERG rescue from dofetilide block, primary screen, cell-based, CHO-hERG, FluxOR thallium flux, dofetilide IC70; Voltage-gated inwardly rectifying potassium channel KCNH2 (Homo sapiens), Q12809; dofetilide IC70 present; activation (rescue from dofetilide block), less the hit threshold, % at 10 µM; actives 0.51% (n = 310,000);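 active means activation above the mean of controls blocked by dofetilide plus 5 SD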;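 further: thallium influx through hERG after potassium depolarization seen as dye fluorescence rise; in these data hits start at about 4.7%; inactives centre near -7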
HDAC3 inh = HDAC3 deacetylase inhibitors, primary screen, biochemical, fluorescence, cell-free homogeneous; Histone deacetylase 3 (Homo sapiens), O15379; recombinant HDAC3, fluorogenic peptide/trypsin coupled; actives 0.15% (n = 320,000); inhibition, % at 8.3 µM; in the data active means inhibition above about 26%, passing the limit was not always enough
ANO1 activ = TMEM16A chloride channel activators or potentiators, primary screen, cell-based, HTS. Anoctamin-1 (Mus musculus), Q8BHY3. HEK293 TMEM16A/YFP-H148Q/I152L, iodide quench fluorescence; stronger effect = lower value. B-score at 10 µM. actives 0.3% (n = 340,000). AID 623877, 2012;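 active means fluorescence-ratio B-score plate-corrected deviation score at least 3 library SD below zero, with starting fluorescence score within 5 deviations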;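 further: channel opened by trigger with iodide after compound preincubation; score built on the fluorescence ratio of max minus min over baseline; more negative score means more quench and so TMEM16A activation or potentiation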
TRPC4 potent = positive allosteric modulators of TRPC4, primary screen, cell-based, mouse TRPC4beta, HEK293 mu-opioid, Fluo-4 calcium; B-score at 10 µM; actives 0.42% (n = 310,000); Short transient receptor potential channel 4 (Mus musculus), Q9QUQ5; DAMGO EC20, Fluo-4 Ca2+ flux; stronger effect = higher value;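 active means B-score of calcium response area above 5 SD of library B-scores, with initial fluorescence ratio within 5 SD of library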;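 further: B-score of integrated fluorescence ratio over time as area under calcium response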
TRPC4 act = activators of mouse TRPC4 channel, primary screen, Fluo4 calcium, HEK293 TRPC4beta/mu-opioid cells. actives 0.49% (n = 310,000). B-score at 10 µM. AID 2237, 2010. Fluo4 calcium fluorescence; stronger effect = higher value. Short transient receptor potential channel 4 (Mus musculus), Q9QUQ5;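 active means B-score above 5 SD of library B-scores, and initial fluorescence ratio not above library mean plus 5 SD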;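 further: positive B-score marks a calcium rise read as TRPC4 activation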
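Technique: kinetic Fluo4 calcium fluorescence; Test system: TRPC4beta and mu-opioid receptor HEK293 stable cells; Measure: B-scored integrated calcium fluorescence ratio; Benchmarks: low control buffer alone, high control maximal DAMGO; Schedule: 45 min room-temperature Fluo4 loading, 110 s read.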
Dyrk1A ADPGlo = rat Dyrk1A kinase inhibitors, primary screen, biochemical, single point, plate reader; Dual specificity tyrosine-phosphorylation-regulated kinase 1A (Rattus norvegicus), Q63470; ADP-Glo luminescence, NFATc1 peptide; inhibition, % at 12.5 µM; actives 0.43% (n = 310,000); AID 504441, 2011; in the data active means inhibition above about 50%;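 further: plate controls were vehicle with enzyme for no effect and no enzyme for full effect; many of its hits are not listed in these tables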
KCNQ1 pot = potentiators or activators of KCNQ1 channel, primary screen, cell-based, thallium flux, high-throughput. AID 2648, 2010. actives 0.35% (n = 310,000). CHO-K1 KCNQ1, thallium flux FluxOR fluorescence; stronger effect = higher value. B-score at 10 µM. Potassium voltage-gated channel subfamily KQT member 1 (Homo sapiens), P51787;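 active means fluorescence ratio B-score, a plate-corrected score, at least three library SD, with initial intensity B-score within 5 SD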
Target sequence (P51787 whole entry, looked up): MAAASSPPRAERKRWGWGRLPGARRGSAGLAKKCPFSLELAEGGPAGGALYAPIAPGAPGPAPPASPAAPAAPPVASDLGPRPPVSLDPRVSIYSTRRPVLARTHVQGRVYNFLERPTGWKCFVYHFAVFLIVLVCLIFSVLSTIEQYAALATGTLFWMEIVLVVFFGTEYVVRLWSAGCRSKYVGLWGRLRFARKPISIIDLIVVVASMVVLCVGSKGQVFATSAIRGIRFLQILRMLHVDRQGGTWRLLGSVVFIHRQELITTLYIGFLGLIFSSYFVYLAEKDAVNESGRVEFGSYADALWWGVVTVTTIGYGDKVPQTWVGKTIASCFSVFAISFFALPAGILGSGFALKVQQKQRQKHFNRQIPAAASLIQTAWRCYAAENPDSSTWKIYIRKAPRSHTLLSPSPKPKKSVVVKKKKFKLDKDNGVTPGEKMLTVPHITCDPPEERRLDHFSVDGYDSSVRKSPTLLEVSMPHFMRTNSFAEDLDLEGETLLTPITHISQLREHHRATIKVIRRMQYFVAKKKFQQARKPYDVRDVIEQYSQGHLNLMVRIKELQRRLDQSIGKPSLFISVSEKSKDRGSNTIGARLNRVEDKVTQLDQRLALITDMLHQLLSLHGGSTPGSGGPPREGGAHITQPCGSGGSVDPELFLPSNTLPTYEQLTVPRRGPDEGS
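Medium – assay buffer, equal DMSO in all wells · Material – CHO-K1 cell line with stable KCNQ1 potassium channel expression · Signal – kinetic FluxOR thallium fluorescence, 10-s 1-Hz baseline, 110-s post-stimulus read · Compound – single concentration per compound, DMSO matched to controls · Schedule – 37 °C overnight plating, 90-min dark dye load, 20-min compound pretreatment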
KCNQ1 block = inhibitors of human KCNQ1 channel, primary screen, cell-based, thallium flux, high-throughput | CHO-K1 KCNQ1, FluxOR thallium flux fluorescence; stronger effect = higher value | actives 1.3% (n = 310,000) | B-score at 10 µM | Potassium voltage-gated channel subfamily KQT member 1 (Homo sapiens), P51787;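 active means compounds whose thallium flux B-score, printed positive for inhibition, exceeds three library SD while starting fluorescence stays within three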;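 further: channel opened by potassium depolarization with thallium stimulus after 20 min compound exposure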
KCNK9 block = KCNK9 potassium channel inhibitors, primary screen, HEK293 cells, thallium flux; Potassium channel subfamily K member 9 (Homo sapiens), Q9NPC2; FluxOR thallium flux fluorescence; stronger effect = lower value; B-score at 10 µM; actives 1.2% (n = 310,000); AID 488922, 2010;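 active means ratio B-score over 3 SD below the library mean, with starting fluorescence within 5 SD of its mean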;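 further: negative B-score means less thallium flux so channel inhibition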
Target sequence (Q9NPC2 whole entry, looked up): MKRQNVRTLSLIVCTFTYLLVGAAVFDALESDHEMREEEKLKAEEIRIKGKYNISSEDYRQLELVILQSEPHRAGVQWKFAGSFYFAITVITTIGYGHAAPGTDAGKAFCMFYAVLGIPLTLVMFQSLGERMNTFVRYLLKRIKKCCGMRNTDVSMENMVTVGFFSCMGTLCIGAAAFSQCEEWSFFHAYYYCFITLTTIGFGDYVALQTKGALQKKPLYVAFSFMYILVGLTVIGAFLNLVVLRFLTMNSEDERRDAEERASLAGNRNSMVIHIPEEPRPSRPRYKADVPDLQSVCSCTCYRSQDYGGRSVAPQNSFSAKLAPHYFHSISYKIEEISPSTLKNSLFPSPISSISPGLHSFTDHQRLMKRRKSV
KCNK3 inh = human KCNK3 channel inhibitors, primary screen, CHO cells, FluxOR thallium flux, B-score | Potassium channel subfamily K member 3 (Homo sapiens), O14649 | B-score at 10 µM | FluxOR fluorescence; stronger effect = lower value | actives 0.84% (n = 340,000);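 active means B-score under library mean minus 4 SD, starting fluorescence ratio at most library mean plus 5 SD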;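 further: more negative B-score means stronger inhibition of thallium flux through KCNK3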
* = called active by the depositor; i = inactive; . = no result given. The list is partial; the hit share may differ from the screen's.

SMILES | ANO1 block | hERG protect | HDAC3 inh | ANO1 activ | TRPC4 potent | TRPC4 act | Dyrk1A ADPGlo | KCNQ1 pot | KCNQ1 block | KCNK9 block | KCNK3 inh
O=C(N/N=C/C1C(c2ccccc2)C1(Cl)Cl)c1cccc(Cl)c1 (centres undefined) | i | -7 | 4 | i | i | i | 5 | i | i | i | i
Cn1c(CC(=O)Nc2ccc(F)cc2)nnc1SCC(=O)Nc1nncs1 | i | -4 | -6 | i | i | i | -10 | i | i | i | i
CC(=O)N1CCOCCOCCN(C(C)=O)CCOCCOCC1 | i | -10 | -5 | i | i | i | -7 | i | i | i | i
Cn1c(=O)[nH]c(=O)c2cc(C(=O)c3cc(F)ccc3O)cnc21 | i | -9 | -1 | i | i | i | . | i | i | i | i
CC1=NN(c2ccc(C)cc2)C(=O)/C1=C\c1ccc(Br)s1 | i | -13 | -1 | i | i | i | 2 | i | i | i | i
COc1cccc(Nc2nc3ccccc3n3nnnc23)c1 | i | -8 | 9 | i | i | i | 0 | i | i | i | i
C/C(=N\Nc1cc(Cl)nc(C)n1)c1ccccc1 | i | -10 | 6 | i | i | i | 1 | i | i | i | i
CCC(=O)Nc1c2c(nn1-c1ccc(OC)cc1)CSC2 | i | -7 | 9 | i | i | i | 1 | i | i | i | i
CCN1CCN(C(=O)CN(CC)S(=O)(=O)c2ccc3ccccc3c2)CC1 | i | -7 | -2 | i | i | i | -2 | i | i | i | i
COC(=O)c1cn(C)c2ccc(S(=O)(=O)N3CCCC3)cc2c1=O | i | -10 | 1 | i | i | i | 2 | i | i | i | i
Cc1nnnn1CC(=O)Nc1cccc([N+](=O)[O-])c1 | i | 0 | 2 | i | i | i | . | i | i | i | i
CCc1cc2c3c(c(=O)oc2cc1OCC(=O)OC)CCCC3 | i | -10 | -14 | i | i | i | 18 | i | i | i | i
CC1(C)CC(=O)C=C(NCc2cccc(C(F)(F)F)c2)C1 | i | -9 | -3 | i | i | i | 2 | i | i | i | i
Cc1onc(-c2c(Cl)cccc2Cl)c1C(=O)N1CCCCC1 | i | -5 | 2 | i | i | i | 1 | i | i | i | i
Cc1ccc(OCCSc2nnc(-c3ccncc3)n2C)cc1 | i | -14 | 6 | i | i | i | -1 | i | i | i | i
O=C(O)c1ccc(NCc2cccnc2)c([N+](=O)[O-])c1 | i | -5 | -1 | i | i | i | -5 | i | i | i | i
CCOC(=O)Cc1csc(NC(=O)Cc2ccc(Br)cc2)n1 | i | -6 | 4 | i | i | i | . | i | i | i | i
O=C(COC(=O)c1ccc(Br)o1)Nc1nc2c(F)c(F)c(F)cc2s1 | i | -13 | . | i | i | i | -1 | i | i | i | i
Nc1c(-c2ccccc2)nc(Cl)nc1-c1ccccc1 | i | -13 | 2 | i | i | i | -1 | i | i | i | i
Fc1cccc(-c2oncc2-c2nnnn2-c2ccc(Cl)cc2)c1 | i | -20 | 1 | i | i | i | 4 | i | i | i | i
Cc1ccc(CNC(=O)N[C@@H](Cc2ccccc2)C(=O)O)cc1 | i | -12 | -5 | i | i | i | -4 | i | i | i | i
COc1cc(OC)c(C(=O)Nc2cc(Cl)ccc2-n2cncn2)cc1OC | i | -16 | 4 | i | i | i | 3 | i | i | i | i
Cc1ccc(-n2nc(C)c3c2NC2=C(C(=O)CC(C)(C)C2)C3c2ccccc2OCC(=O)O)cc1 (centres undefined) | i | -11 | 4 | i | i | i | . | i | i | i | i
Cc1cc(=O)[nH]c(-n2nc(C)cc2C)n1 | i | -4 | -7 | i | i | i | -11 | i | i | i | i
Cc1ccc(-n2c(C)cc(C)c(C#N)c2=O)cc1Cl | i | -5 | -6 | i | i | 45* | 14 | i | i | i | i
(continued)
SMILES | ANO1 block | hERG protect | HDAC3 inh | ANO1 activ | TRPC4 potent | TRPC4 act | Dyrk1A ADPGlo | KCNQ1 pot | KCNQ1 block | KCNK9 block | KCNK3 inh
COC(=O)C1CCN(C2=C(NS(=O)(=O)c3ccc(Cl)cc3)C(=O)c3ccccc3C2=O)CC1 | i | -7 | 3 | i | i | i | 3 | i | i | i | i
O=C(c1cccnc1)N1C2C=CC(C2)C1(C(F)(F)F)C(F)(F)F (centres undefined) | i | -9 | 3 | i | i | i | 5 | i | i | i | i
CCNc1ccc(C2(O)C(=O)c3ccccc3C2=O)cc1 | i | -4 | -2 | i | i | i | -2 | i | i | i | i
CC(=O)COc1ncn(-c2ccccc2)n1 | i | -6 | 3 | i | i | i | 2 | i | i | i | i
COCCNC(=O)CCCn1c(=O)c2cc(OC)c(OC)cc2n(CC(=O)c2cccc(OC)c2)c1=O | i | -15 | 3 | i | i | i | 15 | i | i | i | i
COc1ccc(S(=O)(=O)N(C)CC(=O)NCc2ccccn2)cc1 | i | -4 | -2 | i | i | i | -1 | i | i | i | i
COc1cc(/C=C/C(=O)OCC(=O)c2c(N)n(C)c(=O)n(C)c2=O)ccc1OC(F)F | i | -14 | -8 | i | i | i | -3 | i | i | i | i
Cc1ccc(N/C=C/C(=O)C(C)(C)C)c(O)c1 | i | -8 | 4 | i | i | i | . | i | i | i | i
Cc1cccc(NC(=S)N(CCN(C)C)Cc2cc3cccc(C)c3[nH]c2=O)c1 | i | -8 | 0 | i | i | i | -8 | i | i | i | i
CCOc1ccccc1C(=O)Nc1cc(C(=O)NCC(C)C)ccc1Cl | i | -7 | 0 | . | i | i | . | i | i | i | .
COc1ccc(C(=S)Nc2ccccc2)cc1 | i | -5 | 6 | i | i | i | 0 | i | i | i | i
O=C1CCc2cc(S(=O)(=O)NCCc3ccc(Cl)cc3)cc3c2N1CC3 | . | -8 | . | i | i | i | 6 | i | i | i | i
CCCCN(Cc1ccco1)C(=O)C1CCCN(c2ncnc3c2nc2n3CCCCC2)C1 (centres undefined) | i | -15 | -7 | i | i | i | 2 | i | i | i | -11*
CCN(CC)c1nc2ccccc2nc1C(C#N)C(=O)NCCCOC (centres undefined) | i | -4 | -14 | i | i | i | 9 | i | i | i | i
CCOC(=O)c1ccc(NC(=O)C2(c3ccccc3)CCCC2)cc1 | i | -13 | 0 | i | i | i | -2 | i | i | i | i
CCOC(=O)c1sc(N2N=C(C)/C(=C\c3ccc(OCC(=O)OC)cc3)C2=O)nc1C | i | -9 | . | i | i | i | -5 | i | i | i | i
Cc1ccc(CN(C(=O)c2ccco2)C(C(=O)NC2CCCC2)c2ccc(N3CCOCC3)cc2)cc1 (centres undefined) | i | -13 | 0 | i | i | i | 2 | i | i | i | i
COc1ccc(C(=O)Nc2nnc(Cc3ccccc3)s2)c(OC)c1 | i | -4 | -4 | i | i | i | 1 | i | i | i | i
CC1(C)CC(=O)C2=C(C1)NC(=O)CC2c1cccc(F)c1 (centres undefined) | i | -3 | 0 | i | i | i | 0 | i | i | i | i
COc1ccc(C2CC(c3cccs3)=NN2C(=S)Nc2ccccc2)cc1OC (centres undefined) | i | -2 | 4 | i | i | i | 6 | i | i | i | i
O=C(CSc1nnc(Cn2c(=O)sc3ccccc32)n1-c1ccccc1)N1CCCCCC1 | i | . | -1 | i | . | . | -1 | . | . | . | i
O=C(NS(=O)(=O)Oc1cccc(F)c1)OC[C@@H]1CCCN2CCCCC12 (some centres undefined) | i | -6 | 1 | i | i | i | -5 | i | i | i | i
CCCCN(C)CCCNC(=O)c1cc(Nc2ccc(OC)c(OC)c2)nc2ccccc12 | i | -2 | 2 | i | i | i | -8 | i | i | i | i
CN(Cc1ccccc1)C(=O)c1cc(S(=O)(=O)N2CCOCC2)cn1C | i | -7 | 2 | i | i | i | 1 | i | i | i | i
CCCCCCc1c(C)nc(-n2[nH]c(C)c(CCO)c2=O)[nH]c1=O | i | -3 | 5 | i | i | i | -2 | i | i | i | i
The list goes on:
SMILES | ANO1 block | hERG protect | HDAC3 inh | ANO1 activ | TRPC4 potent | TRPC4 act | Dyrk1A ADPGlo | KCNQ1 pot | KCNQ1 block | KCNK9 block | KCNK3 inh
Cc1noc(C)c1-c1nnc(-c2ccc(C(F)(F)F)cc2)o1 | i | 5 | -1 | i | i | i | -4 | i | i | i | i
Cc1c(C(=O)O)sc(=S)n1CCOc1ccccc1 | i | -2 | 4 | i | i | i | 3 | i | i | i | i
Cc1cc(NC(=O)c2cccs2)ncc1NC(=O)c1cccc(F)c1 | i | -5 | 2 | i | i | i | -4 | i | i | i | i
Cc1cnc(C(=O)OCC(=O)c2cccc3ccccc23)cn1 | i | -4 | . | i | i | i | 9 | i | i | i | i
COc1cc([N+](=O)[O-])ccc1N/C=C/C(=O)c1cccs1 | i | -9 | 1 | i | i | i | 1 | i | i | i | i
COc1ccc(N(C(C)C(=O)N/N=C(\C)C(C)(C)C)S(C)(=O)=O)cc1 (centres undefined) | i | -5 | -4 | i | i | i | -10 | i | i | i | i
COCCN(C(=O)COC(=O)CC1CCCCC1)c1c(N)n(Cc2ccccc2)c(=O)[nH]c1=O | i | -16 | -2 | i | i | i | -6 | i | i | i | i
O=C(CSc1nc2ccccc2n1CC(=O)N1CCCC1)Nc1ccc2c(c1)OCO2 | i | -7 | 3 | i | i | i | 4 | i | i | i | i
O=C(Nc1nnc(-c2ccccc2)o1)C1CCCN1S(=O)(=O)c1cccs1 (centres undefined) | i | -18 | 2 | i | i | i | -14 | i | i | i | i
Cc1ccc(C(=O)NNC(=O)c2ccc3ccccc3c2O)cc1 | i | -4 | 1 | i | i | i | 15 | i | i | i | i

High-throughput results (PubChem)
